Screens as filed in PubChem BioAssay.
Xi reactivation: X-chromosome reactivation activator; actives 0.055% (n = 360,000); activation, % at 7.58 µM; XiGFP mouse fibroblasts, % GFP-positive cells imaging, 3 d; cells co-treated with 5-aza-dC sensitizer; scaled so ellipticine positive control = 100%;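 active = mean normalized replicate activation at least 10% and every replicate at or above 10%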;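 also: 0% = median of on-plate neutral control wells and 100% = ellipticine 6 µM median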
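Assay system – SV40-immortalized XiGFP fibroblast cells, line 68-5-11 · Buffer or medium – DMEM supplemented with 5-aza-dC as sensitizing agent · Dosing – one concentration, pinned · Benchmarks – positive control ellipticine, 6 µM final · Times – 3 days compound exposure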
FN deposit inh: fibronectin deposition inhibition; AH1F fibroblasts, Alexa488-fibronectin deposition fluorescence, overnight; inhibition, % at 12.6 µM; actives 0.086% (n = 350,000); AID 743247;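 active = mean inhibition across replicates of 30% or more, regardless of how many single replicates reach that level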;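 also: positive control wells lacked labelled fibronectin entirely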
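Assay system: AH1F fibroblast monolayer, labelled fibronectin deposition. Amount: 10000 cells per well. Also added: labelled fibronectin 24 nM. Compound: single-point pinned compound. Incubation: cell attachment 1 h, compound and FN exposure overnight. Detection: fluorescence after three HBSS washes, excitation 485 nm, emission 525 nm. Read-out: inhibition of fibronectin deposition signal.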
RAD52 inh: blocks human RAD52 DNA annealing; recombinant RAD52 DNA annealing, FRET fluorescence; inhibition, % at 18.7 µM; actives 0.46% (n = 360,000); AID 651710;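 active = every replicate showing at least 50% inhibition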
RAD54 branch: RAD54 (human) branch migration inhibition; RAD54 Holliday junction branch migration, FAM/BHQ fluorescence; actives 0.14% (n = 360,000); inhibition, % at 10.4 µM; AID 602329;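 active = mean normalized replicate activity at least 40 and at least half of replicates scoring 40 or more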;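 also: 0% = median of neutral control wells and 100% = median of positive control wells; inhibitors cause a drop in the FAM fluorescence signal; in these data hits start at about 50%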
Target sequence (Q92698 whole entry, looked up): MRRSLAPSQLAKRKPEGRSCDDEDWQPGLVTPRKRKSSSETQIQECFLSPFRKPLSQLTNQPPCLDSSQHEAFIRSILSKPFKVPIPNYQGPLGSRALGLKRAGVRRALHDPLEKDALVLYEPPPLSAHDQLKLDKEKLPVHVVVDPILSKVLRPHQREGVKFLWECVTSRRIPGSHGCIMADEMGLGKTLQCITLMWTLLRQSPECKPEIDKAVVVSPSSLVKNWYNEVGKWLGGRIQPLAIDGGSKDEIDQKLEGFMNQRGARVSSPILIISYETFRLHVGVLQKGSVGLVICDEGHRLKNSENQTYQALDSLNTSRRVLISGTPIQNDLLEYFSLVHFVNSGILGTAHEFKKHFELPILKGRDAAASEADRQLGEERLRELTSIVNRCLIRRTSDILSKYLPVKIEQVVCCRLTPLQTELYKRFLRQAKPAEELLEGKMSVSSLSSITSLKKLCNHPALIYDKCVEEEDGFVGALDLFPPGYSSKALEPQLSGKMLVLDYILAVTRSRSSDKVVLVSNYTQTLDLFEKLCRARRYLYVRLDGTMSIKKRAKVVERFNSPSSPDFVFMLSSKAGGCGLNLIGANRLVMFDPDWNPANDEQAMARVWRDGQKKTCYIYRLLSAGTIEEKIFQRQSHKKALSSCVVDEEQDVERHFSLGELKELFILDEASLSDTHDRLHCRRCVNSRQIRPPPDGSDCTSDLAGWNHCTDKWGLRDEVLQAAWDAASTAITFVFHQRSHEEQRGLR
esBAF inh: SWI/SNF esBAF complex inhibition; mouse ES cells, Bmi1-luciferase knock-in reporter, 24 h; 100% = twice the neutral-well signal; reporter increase, % at 12.5 µM; actives 2% (n = 350,000); AID 602393; in the data active = activation above about 40%;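 also: 0% = median of the plate's neutral control wells and 100% = double that signal; a rise in the Bmi1 reporter signal indicates esBAF inhibition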
S100A4 MyoIIA: blocks human S100A4 binding to myosin IIA peptide; inhibition, % at 10.7 µM; AID 652163; S100A4/TAMRA-MyoIIA peptide fluorescence polarization; P26447; actives 0.14% (n = 360,000);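 active = mean inhibition of at least 70% across replicates, with every replicate also reaching that level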
Target sequence (P26447 whole entry, looked up): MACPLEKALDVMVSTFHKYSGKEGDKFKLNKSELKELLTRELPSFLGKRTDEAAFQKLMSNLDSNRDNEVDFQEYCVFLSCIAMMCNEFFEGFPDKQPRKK
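Test system: S100A4 monomer protein; Medium: HEPES pH 7.2 with CaCl2, KCl, NaCl, DTT, Triton; Probe or stimulus: TAMRA-labelled myosin IIA heavy-chain peptide probe, 5 nM; Doses: one dose per compound; Times: polarization read 5 min after assay mix addition, stable 5–60 min; Benchmarks: neutral control DMSO, positive control TFP.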
EWS-Fli block: inhibitors of EWS/Fli oncoprotein transcriptional activity | A673 NR0B1-luciferase reporter, viability-normalised | inhibition, % at 12.6 µM | actives 0.67% (n = 350,000) | AID 651661;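 active = mean inhibition of at least 50% after viability correction, with every replicate also passing that limit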;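 also: firefly luciferase signal divided by Alamar Blue viability fluorescence both relative to DMSO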
E-selectin induc: E-selectin induction on HUVECs | actives 0.37% (n = 260,000) | HUVEC E-selectin immunofluorescence imaging; normalized: neutral wells 0, TNF-alpha wells 100 | activation, % at 7.58 µM;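 active = mean E-selectin-positive cell signal at least 10% of the positive control, reached in at least 60% of replicates, without over 20% cell loss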;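 also: in these data hits start at about 27%; measured in HUVEC primary endothelial cells; signal is the percent of cells scored E-selectin positive by PE staining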
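Assay system: HUVEC, human umbilical vein endothelial cells / Amount: 3,000 HUVEC/well / Controls: TNF-alpha positive control, DMSO neutral control / Compound dosing: single concentration / Medium: EGM-2 over gelatin coat / Evaluation: percent E-selectin-positive cells / Signal: immunofluorescence imaging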
Starred values were filed as active, the others as inactive; / = not tested or not shown.

SMILES | Xi reactivation | FN deposit inh | RAD52 inh | RAD54 branch | esBAF inh | S100A4 MyoIIA | EWS-Fli block | E-selectin induc
O=CN1Cc2ccccc2-c2ccccc2C1 | 0.1 | -1 | -15 | 6 | -1 | 2 | 1 | /
C[C@@H]1CN([C@H](C)CO)C(=O)Cc2cc(NS(=O)(=O)c3ccc(F)cc3)ccc2O[C@H]1CN(C)S(=O)(=O)c1cccs1 | 0.2 | / | 22 | 4 | -3 | 12 | -4 | -0.3
CN1Cc2ccccc2N(CC(=O)NCc2ccccc2)C1=O | 0.1 | -1 | -8 | / | / | -8 | 2 | /
Cc1ccc2nc(Cn3cc(C(F)(F)F)ccc3=O)cc(=O)n2c1 | -0.2 | 0 | -1 | -4 | -2 | 1 | -4 | 5.6
CN(C(=O)c1ccc2c(c1)CCO2)C(C)(C)C | 0.0 | 7 | -1 | 3 | / | 2 | 6 | 5.6
Cn1c(=O)[nH]c2c(Cl)nccc21 | 0.0 | -8 | -5 | / | -9 | 2 | -2 | 1.0
Cn1c(-c2ccc([N+](=O)[O-])cc2)nc2ccccc21 | 1.1 | 0 | -3 | 7 | 6 | 0 | -58 | /
Cc1nc2n[nH]c(N)c2c2c1CCCC2 | -0.6 | 7 | -4 | 12 | -4 | 5 | 6 | /
CC(=O)Oc1ccc(NC(=O)CSc2ccccc2)cc1 | / | / | -20 | 12 | 13 | 4 | -16 | /
Cc1c(Cl)c([N+](=O)[O-])nn1CCCC(=O)NC1CCCCC1 | -0.2 | -9 | 3 | -3 | 2 | -6 | 5 | -0.6
CO[C@H]1CN(C)C(=O)c2cc(NC(C)=O)ccc2OC[C@H](C)N(Cc2cc(F)ccc2F)C[C@@H]1C | 0.5 | -4 | -4 | -8 | -4 | 2 | 4 | -0.2
C[C@H](CO)N1C[C@H](C)[C@H](CN(C)C(=O)Nc2ccccc2)Oc2ccc(NS(C)(=O)=O)cc2C1=O | 0.0 | / | -1 | -1 | 3 | -3 | -1 | 74*
O=C(/C=C/NNC(=O)c1ccc(Cl)cc1)c1ccccc1 | 0.0 | 1 | -27 | / | / | 0 | 8 | /
COc1ccc(S(=O)(=O)Nc2nccs2)cc1OC | -0.1 | / | -16 | / | / | 0 | 4 | /
COCC(=O)Nc1ccc2c(c1)C(=O)N(C)C[C@@H](OC)[C@H](C)CN(Cc1ccccc1)[C@@H](C)CO2 | 0.9 | 3 | 2 | 4 | -4 | 8 | 11 | -0.1
Cc1cc(NS(=O)(=O)c2ccc(NC(=O)/C=C/c3ccc(Br)cc3)cc2)no1 | 0.2 | 7 | 1 | 2 | 5 | -3 | 8 | -0.1
COc1cc(/C=N/n2c(-c3n[nH]c4c3CCC4)n[nH]c2=S)cc(OC)c1O | -0.6 | -9 | 0 | / | -4 | -9 | 3 | /
Cc1noc(C)c1S(=O)(=O)Nc1ccc2c(c1)CC(=O)N([C@H](C)CO)C[C@@H](C)[C@H](CN(C)Cc1ccncc1)O2 | 0.1 | / | -13 | 7 | -2 | -6 | -4 | /
CSc1ncnc2c1ncn2CCCNCCCN1CCCC1=O | 5.0 | -2 | -3 | 1 | -2 | -6 | -2 | /
COc1ccc(S(=O)(=O)N2CCCCC2)cc1NC(=O)c1c(F)cccc1Cl | 0.3 | 1 | -13 | 3 | 5 | -4 | 2 | -0.3
CCNC(=O)C1(C)CCCN(Cc2ccc(-n3ccnc3)cc2)C1 (configuration not stated) | 0.1 | -11 | -7 | 0 | -5 | -3 | 2 | -0.2
Cc1ccccc1NS(=O)(=O)c1ccc(C(=O)NCC(c2ccco2)N2CCCCC2)cc1 (configuration not stated) | 0.0 | -4 | -15 | 4 | / | 10 | 22 | -0.2
CC1CCCCC1NC(=O)CNC(=O)c1cccs1 (configuration not stated) | 0.0 | 5 | 7 | -12 | 8 | 13 | -3 | /
CC(C)c1ccc(NC2CCCN(C(=O)c3ccco3)C2)cc1 (configuration not stated) | 0.0 | 8 | 0 | -10 | 5 | 4 | -28 | /
Cc1[nH]c2c(Br)cccc2c1[C@H]1[C@@H](CC#N)C1(C)C | / | -3 | / | 5 | -10 | / | / | 0.5
CCCCC[C@@H](/C=C/C1C(=O)C=C[C@H]1C/C=C\CCCC(=O)OC)OC(C)=O (some centres not stated) | 0.1 | 4 | -5 | -24 | -60 | -7 | 28 | /
COc1ccccc1NC(=O)c1cc(N)cc(C(=O)Nc2ccccc2OC)c1 | 0.0 | -14 | -10 | / | / | -1 | 7 | /
COc1ccc(C(C(=O)NC2CCCCC2)N(C(=O)Cc2c[nH]c3ccccc23)c2ccccc2C)cc1OC (configuration not stated) | 0.7 | / | -16 | / | / | 5 | -1 | /
CC(C)NC(=O)Nc1ccc2c(c1)CC(=O)N([C@@H](C)CO)C[C@H](C)[C@H](CN(C)S(=O)(=O)c1ccc(F)cc1)O2 | 0.1 | / | / | / | 0 | / | -1 | -2.4
CCCC(=O)Nc1ccc2c(c1)OC[C@H](C)N(CC1CCOCC1)C[C@H](C)[C@@H](OC)CN(C)C2=O | -0.1 | -10 | -3 | / | / | -3 | -8 | -0.1
C[C@@H]1CCCCO[C@@H](CN(C)CC2CCCCC2)[C@@H](C)CN([C@H](C)CO)C(=O)c2cc(NC(=O)Cc3ccccc3)ccc2O1 | 0.0 | / | 1 | -5 | -2 | 11 | -7 | 1.1
CN1CCN(C(=O)CNC(=O)c2cccs2)CC1 | 0.3 | -4 | -9 | / | 15 | 27 | -3 | 0.6
COc1ccc(S(=O)(=O)N(C)C[C@H]2Oc3ccc(NS(=O)(=O)c4ccc(F)cc4)cc3CC(=O)N([C@H](C)CO)C[C@H]2C)cc1 | -0.2 | / | 13 | / | -1 | -4 | 4 | 0.2
CCn1nc(C(=O)N2CCN(Cc3nc4ccccc4s3)CC2)c2ccccc2c1=O | 0.3 | 3 | -2 | -2 | 53* | 6 | -69 | -0.4
O=C(Nc1cccc(S(=O)(=O)C(F)F)c1)c1ccc(S(=O)(=O)N2CCCC2)cc1 | 0.0 | / | -15 | -7 | 1 | -2 | 16 | /
O=C(CC1CC1)Nc1ccc2c(c1)[C@H]1C[C@H](CC(=O)NC3CCCCC3)O[C@H](CO)[C@H]1O2 | 0.0 | 2 | -9 | -2 | 1 | 9 | 2 | -0.3
CCCc1nnc(NC(=O)CCC(=O)N2CCN(C3CCCC3)CC2)s1 | -0.1 | 15 | 1 | -5 | 5 | -3 | / | -1.6
COc1ccc(OC)c2sc(NC(=O)C(C)C)nc12 | 0.3 | -6 | -11 | 5 | 9 | 0 | -2 | /
Cc1cc(C)c2c(N)c(C(=O)Nc3ccccc3F)sc2n1 | 0.0 | -5 | -5 | 4 | 50* | -2 | -128 | /
Cc1ccc(C2=NOC(=O)/C2=C\c2ccc(C)o2)cc1 | 0.2 | 2 | -107 | -2 | 1 | -26 | -5 | 11

Only Xi reactivation (6 entries from above):
molecule	Xi reactivation
O=C(Nc1cccc(S(=O)(=O)C(F)F)c1)c1ccc(S(=O)(=O)N2CCCC2)cc1	0.0
O=C(CC1CC1)Nc1ccc2c(c1)[C@H]1C[C@H](CC(=O)NC3CCCCC3)O[C@H](CO)[C@H]1O2	0.0
CCCc1nnc(NC(=O)CCC(=O)N2CCN(C3CCCC3)CC2)s1	-0.1
COc1ccc(OC)c2sc(NC(=O)C(C)C)nc12	0.3
Cc1cc(C)c2c(N)c(C(=O)Nc3ccccc3F)sc2n1	0.0
Cc1ccc(C2=NOC(=O)/C2=C\c2ccc(C)o2)cc1	0.2

The listing continues:
SMILES | Xi reactivation | FN deposit inh | RAD52 inh | RAD54 branch | esBAF inh | S100A4 MyoIIA | EWS-Fli block | E-selectin induc
COC(=O)[C@@]1(Cc2ccc(F)cc2)[C@H]2c3cc(C(=O)N4CCCC4)n(CCCNc4ncc(C(F)(F)F)cc4Cl)c3C[C@H]2CN1C(=O)c1ccccc1 | / | / | -22 | 4 | -4 | -2 | / | /
Cn1ccsc1=NC(=O)c1ccc(Cl)cc1 | 0.0 | 5 | -32 | / | / | -1 | -102 | 11
O=C(NCC(c1ccco1)N1CCN(c2ccccc2F)CC1)c1ccc2c(c1)OCO2 (configuration not stated) | 0.0 | / | -11 | 4 | 4 | 2 | 7 | /
COc1ccccc1NC(=O)N[C@@H]1C=C[C@H](CC(=O)N[C@H](C)c2ccccc2)O[C@@H]1CO | 0.0 | 19 | -8 | / | / | 1 | / | 0.1
O=C(c1ccc2c(c1)OCO2)N1CC(=O)N2[C@H](CO)[C@@H](c3ccc(-c4ccccc4)cc3)[C@H]2C1 | 0.4 | / | -12 | / | / | 15 | / | 0.4
COc1cc(COC(=O)c2cnc(C)cn2)c(OC)cc1Br | 0.0 | -2 | -29 | 9 | 1 | 2 | 1 | 2.2
NNC(=O)c1ccc(Cn2cc(Br)c(N)n2)cc1 | 0.2 | 2 | -12 | / | / | -17 | 1 | /
O=C(CC12CC3CC(CC(Br)(C3)C1)C2)Nc1cccc(S(=O)(=O)NC2=NCCC2)c1 | -0.1 | -4 | -9 | -21 | 2 | 3 | -4 | -0.1
COc1ccc(S(=O)(=O)N2CCN(C)CC2)cc1C(=O)Nc1ccccc1 | 0.2 | -4 | -3 | -5 | 9 | 20 | 5 | /
CCC(=O)Nc1ccc2c(c1)C(=O)N(C)C[C@@H](OC)[C@@H](C)CN(C(=O)CN(C)C)[C@@H](C)CO2 | 0.2 | 2 | / | / | -2 | / | -8 | -0.2
COC(=O)CCCCCCCCC(O)CN1CCCCC1 (configuration not stated) | 0.1 | 1 | / | -9 | -12 | / | / | /

Entries of single compounds from above. Order of values: Xi reactivation | FN deposit inh | RAD52 inh | RAD54 branch | esBAF inh | S100A4 MyoIIA | EWS-Fli block | E-selectin induc
Profile of O=C(CC12CC3CC(CC(Br)(C3)C1)C2)Nc1cccc(S(=O)(=O)NC2=NCCC2)c1 → -0.1 | -4 | -9 | -21 | 2 | 3 | -4 | -0.1
Profile of NNC(=O)c1ccc(Cn2cc(Br)c(N)n2)cc1 → 0.2 | 2 | -12 | / | / | -17 | 1 | /
